LDHA block – qHTS assay for inhibitors of human lactate dehydrogenase; L-lactate dehydrogenase A chain (Homo sapiens), P00338; purified LDHA, NADH/diaphorase-resazurin fluorescence; stronger effect = lower value; activity change, % (values are at about 110 or 230 µM); actives 0.15% (n = 480,000); in the data active means activity change below about -30%;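 further: plate controls were DMSO wells for no effect and wells without enzyme for full effect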
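Human LDH5 (2 nM) was incubated with 0.06 mM NADH and 0.2 mM pyruvate for 5 min at room temperature in Tris pH 7.4. Remaining NADH was coupled through diaphorase/resazurin, and resorufin fluorescence was read at 0 and 20 min.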
* marks the source's active call; other numbers are inactive results. A portion of the library, so the mix of outcomes need not match the whole.

| compound | LDHA block |
| --- | --- |
| CCN(CC)S(=O)(=O)c1cccc(C(=O)Nc2cccc3ncccc23)c1 | -0.9 |
| CCCCn1c(=O)[nH]c(=O)c2c1nc(COC(=O)/C=C/c1ccc(OCC#N)c(OC)c1)n2C | 11.2 |
| Cc1[nH]c2ccccc2c1C(=O)C(=O)Nc1ccc(F)c(Cl)c1 | -4.4 |
| CN(CC(=O)NC1(C)CCS(=O)(=O)C1)Cc1cccc(Cl)c1Cl (configuration not stated) | -8.4 |
| Cc1ccc(C(O)(C(=O)NN)c2ccc(C)cc2)cc1 | 4.0 |
| CC(C)OCCCNC(=O)CC1CC2CCC1C2 (configuration not stated) | 9.5 |
| COCC(=O)Nc1ccc(-c2nc3ccccc3o2)cc1 | -1.5 |
| CCc1c(C(=O)Nc2ccccc2)csc1C | 5.6 |
| O=C(CCS(=O)(=O)Cc1ccccc1)Nc1cc(C(F)(F)F)ccc1Cl | 2.8 |
| CCCCNC(=O)C1c2ccccc2OCC(=O)N1Cc1ccco1 (configuration not stated) | -18.1 |
| Cn1c(=O)[nH]c(=O)c2c1nc(SCCO)n2Cc1ccc(Cl)cc1 | 2.3 |
| COc1ccccc1OCCN1C(=O)C2(SC(NC(C)=O)=NN2C(C)=O)c2ccccc21 (configuration not stated) | -2.1 |
| CCCCn1cnc2c1c(=O)n(CC(=O)Nc1c(CC)cccc1CC)c(=O)n2CCC | 0.7 |
| O=C(OCC(=O)N1CCCC1=O)c1cc(-c2ccco2)nc2ccccc12 | 12.2 |
| COc1ccc(-c2cc3ccc(OS(=O)(=O)c4ccc(F)cc4)cc3oc2=O)cc1OC | 0.6 |
| O=C(CSc1cnc2cc(S(=O)(=O)N3CCCCC3)ccc2n1)Nc1cccc(Cl)c1 | 9.0 |
| Fc1ccc(N/N=C/c2ccccc2Br)c(F)c1 | 13.0 |
| C(=N\N=C\c1c[nH]c2ccccc12)/c1c[nH]c2ccccc12 | -5.8 |
| CSc1nc(N)c2c(n1)NC1=C(C(=O)CC(C)(C)C1)C2c1ccc(F)cc1 (configuration not stated) | -3.0 |
| COc1cccc(NC(=O)Nc2ccc3nc(N4CCOCC4)cc(C)c3c2)c1 | 4.8 |
| CC(NC(=O)C(Cc1ccccc1)NC(=O)OC(C)(C)C)c1ccc(O)cc1 (configuration not stated) | 8.1 |
| O=C(COC(=O)c1cc2ccccc2[nH]1)Nc1ccc2ccccc2c1 | 2.2 |
| O=C(NCCCN1CCOCC1)c1csc(Nc2cccc3ccccc23)n1 | 8.2 |
| O=C(/C=C/c1cccs1)Oc1ccc(C(=O)c2ccccc2)cc1 | 0.1 |
| CN1CCN(C(=O)c2cccc(C(F)(F)F)c2)CC1 | -4.4 |
| COc1ccc(S(=O)(=O)N2CCN(Cc3ncc(-c4ccc(F)cc4)o3)CC2)cc1 | 10.3 |
| Cc1ccc2c(C)c(CCC(=O)Nc3ccccc3)c(=O)oc2c1 | 0.5 |
| COc1ccc(S(=O)(=O)Nc2ccc(Cl)c(S(=O)(=O)N3CCOCC3)c2)cc1 | 6.4 |
| Clc1ccc(-c2noc(-c3ccncc3)n2)cc1 | -5.2 |
| CCCn1c(Br)nc2c(=O)n(C)c(=O)n(C)c21 | -7.5 |
| Cc1ccc(C)c(C(=O)c2sc(Nc3cccc(F)c3)nc2N)c1 | -0.8 |
| CC(C)N1C(=O)S/C(=C/c2cn(CC#N)c3ccccc23)C1=O | 11.2 |
| Cc1ccc(NS(=O)(=O)c2cc3c(cc2N2CCCCC2)NC(=O)CC3)cc1C | 1.4 |
| COc1ccc(/C=C/C(=O)c2ccc(OC(F)F)c(OC)c2)c(OC)c1 | 3.8 |
| O=C(Nc1cccc(OCc2ccc(F)cc2)c1)c1ccncc1 | -1.3 |
| Cc1cc(NC(=O)CCc2ncc(-c3ccc(F)cc3)o2)no1 | 1.2 |
| CCOC(=O)c1cccc(NC(=O)c2nc3ccccc3nc2N2CCCC2)c1 | 9.8 |
| CN(C)C(=O)c1cc2c(F)cccc2[nH]1 | 1.4 |
| CSc1nc2c(c(=O)n(C)c(=O)n2C)n1CCCc1ccccc1 | 1.5 |
| Cc1ccc(/C=C(\C#N)C(=O)NC2CCCC2)o1 | -11.3 |
| O=[N+]([O-])c1ccccc1S(=O)(=O)Nc1cccc(-n2cccn2)c1 | -4.0 |
| CCOC(=O)[C@]12CCC=C1N(CCC1=CCCCC1)C(=O)[C@H](CC(=O)NCC1CCCCC1)C2 | 1.0 |
| CCOCCCNC(=O)/C=C/c1ccccc1 | -12.0 |
| COc1cccc(-c2nc(S(=O)(=O)c3ccc(C)cc3)c(N3CCOCC3)o2)c1 | 7.5 |
| N#Cc1ccc(Oc2cccc(N)c2)cc1 | -0.8 |
| CC(NC(=O)c1ccc(Br)cc1)C1CC2CCC1C2 (configuration not stated) | -14.3 |
| CC1(C(=O)NCc2ccc(Cl)cc2)Cn2c(ccc2-c2ccco2)C(=O)N1C1CC1 (configuration not stated) | -4.6 |
| Cc1nc2cc(NC(=O)c3ccccc3Cl)ccc2o1 | 5.7 |
| COc1cc(/C=C(/C#N)c2ccccn2)cc(Br)c1OC | -1.0 |
| O=C(c1ccc(F)c(F)c1)N1CCSc2ccccc21 | -2.1 |
| Cn1nc(C(=O)Nc2ccnn2Cc2ccc(Br)cc2)c2ccccc2c1=O | -10.8 |
| N#Cc1ccccc1COC(=O)c1ccccc1NCCO | -22.2 |
| NS(=O)(=O)c1ccc(N/N=C/C=C/c2ccccc2[N+](=O)[O-])c([N+](=O)[O-])c1 | -0.3 |
| CC(=O)/C=C/c1c(C)oc2ccccc12 | 0.9 |
| O=C(CCCc1c[nH]c2ccccc12)NCc1ccc(Cl)cc1 | 3.1 |
| CC(NCc1cccc(C#N)c1)c1cc2ccccc2o1 (configuration not stated) | 13.9 |
| COc1ccc(-c2c(C(=O)O)sc3c2NC(=O)CC32C(=O)N(C)c3ccc(C(C)C)cc32)cc1 (configuration not stated) | 6.7 |
| O=C(Nc1ccc2c(c1)OCCCO2)c1ccccc1OCc1ccc(F)cc1 | 7.9 |
| COc1ccc(C(=O)CSc2nnc3c(=O)n(-c4ccccc4OC)ccn23)cc1OC | 3.0 |
| Cc1ccc(NC(=O)C2=Cc3sc4c(c3CS2)CCCC4)c(C)c1 | 5.0 |

Following part
| compound | LDHA block |
| --- | --- |
| O=C(Nc1ccc(F)cc1)c1cc(-c2ccco2)on1 | -0.5 |
| CCCn1c(-n2nc(C)cc2C)nc2c1c(=O)n(CCN1CCOCC1)c(=O)n2C | 5.3 |
| O=C(O)CN(Cc1ccccc1)S(=O)(=O)c1cc(Cl)ccc1Cl | 2.2 |
| CCC(C)(C)C1CCC(NC(=S)NCc2ccc(F)cc2)CC1 (configuration not stated) | -2.9 |
| COC(=O)c1ccc2oc(=O)c(S(=O)(=O)c3ccc(Cl)cc3)cc2c1 | -22.2 |
| Cc1ccc(S(=O)(=O)N(CC(=O)N2CCCC2)Cc2ccc(Br)cc2)cc1 | -2.8 |
| C=CCNC(=O)NC(=O)CN1CCCC1C(=O)NC (configuration not stated) | -11.8 |
| CCN1CCc2c(sc(NC(=O)Nc3cccc(C(C)=O)c3)c2C(N)=O)C1 | 23.0 |
| CC1(C)CC(NC(=S)Nc2ccc(F)c(Cl)c2)CC(C)(C)N1 | 1.9 |
| CC1(C)CC(OC(=O)CCC(=O)OC2CC(C)(C)NC(C)(C)C2)CC(C)(C)N1 | -5.1 |
| FC(F)c1n[nH]c(C(F)F)c1Cl | 7.1 |
| CCNC(=O)NCCC12CC3CC(CC(C3)C1)C2 | 0.6 |
| CN(C)c1cccc2c(C(=O)c3ccccc3)ccc(N(C)C)c12 | 37.1 |
| COC(=O)c1ccc2nc(-c3ccc(Cl)cc3)c(Cc3ccsc3)n2c1 | -0.9 |
| O=C(COC(=O)c1cccnc1Nc1cccc(C(F)(F)F)c1)NCc1ccco1 | -6.7 |
| COC(=O)Cc1ccccc1NS(=O)(=O)c1ccc(C)cc1 | -4.2 |
| Cc1cccc(OCCOc2ccc3ccc(=O)oc3c2)c1 | 11.4 |
| COC(=O)C(C)Oc1ccc2c(C)c(-c3ccc(Cl)cc3)c(=O)oc2c1 (configuration not stated) | 1.4 |
| Cc1ccc(CN(c2ccc(C(=O)NC3CC3)cc2)S(C)(=O)=O)cc1 | 9.2 |
| O=C(c1cc2ccccc2oc1=O)N1CCN(C23CC4CC(CC(C4)C2)C3)CC1 | 8.3 |
| O=C(NCC#Cc1ccccc1)c1cnc(-c2ccccc2)nc1 | 2.9 |
| CC(NC(=O)C1CCCC1)C(=O)NC(C)(C)C (configuration not stated) | 2.9 |
| CCN(CC)c1nc2c(c(=O)n(C)c(=O)n2C)n1C(C)C | 7.5 |
| Cc1nc2ccc(C(=O)OCC(=O)NC(C)C34CC5CC(CC(C5)C3)C4)cc2nc1C (configuration not stated) | -6.1 |
| COC(=O)[C@]12CCCCC=C1N(CCc1ccc(OC)c(OC)c1)C(=O)[C@H](CC(=O)NCCCCc1ccccc1)C2 | 3.8 |
| CC1CCN(C(=O)c2noc3c2CC(C(C)(C)C)CC3)CC1 (configuration not stated) | 5.1 |
| Cc1cc(=O)oc2cc(OC(=O)COc3ccc4ccccc4c3)ccc12 | 11.0 |
| CCc1ccc(C(=O)COc2c(C)cc(Br)cc2Cl)cc1 | -20.5 |
| CC(C)Sc1nc(-c2cccs2)nc2cc(Cl)ccc12 | -3.5 |
| Cc1occc1C(=O)Nc1ccccc1Oc1ccccc1 | 3.2 |

Among those listed so far, 2 have a COOH group.
| compound | LDHA block |
| --- | --- |
| COc1ccc(-c2c(C(=O)O)sc3c2NC(=O)CC32C(=O)N(C)c3ccc(C(C)C)cc32)cc1 (configuration not stated) | 6.7 |
| O=C(O)CN(Cc1ccccc1)S(=O)(=O)c1cc(Cl)ccc1Cl | 2.2 |

The main list resumes, starting 6 compounds before the break.
molecule | LDHA block
COC(=O)[C@]12CCCCC=C1N(CCc1ccc(OC)c(OC)c1)C(=O)[C@H](CC(=O)NCCCCc1ccccc1)C2 | 3.8
CC1CCN(C(=O)c2noc3c2CC(C(C)(C)C)CC3)CC1 (configuration not stated) | 5.1
Cc1cc(=O)oc2cc(OC(=O)COc3ccc4ccccc4c3)ccc12 | 11.0
CCc1ccc(C(=O)COc2c(C)cc(Br)cc2Cl)cc1 | -20.5
CC(C)Sc1nc(-c2cccs2)nc2cc(Cl)ccc12 | -3.5
Cc1occc1C(=O)Nc1ccccc1Oc1ccccc1 | 3.2
CCCCn1cc(S(=O)(=O)c2ccc(OC)cc2)c(=O)c2cc(OC)ccc21 | -3.3
COc1ccc(Cn2c(=O)c3ccccc3n3c(-c4cccc(OC)c4O)nnc23)cc1 | 5.6
COc1ccc(NC(=O)C2C(c3ccc4c(c3)OCO4)=Nc3ccccc3N2C(C)=O)cc1 (configuration not stated) | 0.3
Cc1cc(C)c2oc(C(=O)Nc3nnc(C)s3)cc(=O)c2c1 | 1.7
CN(c1ccc2sc(C(=O)NC3CCCC3)cc2c1)S(=O)(=O)c1ccc(Cl)cc1 | 6.9
Cc1nc(NCC(C)C)sc1C(=O)Nc1ccccc1 | 7.6
CCOC(=O)c1ccc(Oc2coc3cc(OCc4ccccc4C)ccc3c2=O)cc1 | 1.8
CCOC(=O)C(C)Oc1ccc2c(=O)c(Oc3ccc(OCC)cc3)coc2c1 (configuration not stated) | 0.6
COc1ccccc1NS(=O)(=O)c1ccc2c(c1)CCC(=O)N2 | 3.3
CCC(Oc1ccc(F)cc1)C(=O)Nc1ccc(OC)c2ncccc12 (configuration not stated) | -8.5
Cc1cccc(C(=O)NC(C)C(=O)OCc2cc(=O)oc3c(C)c(O)ccc23)c1 (configuration not stated) | -2.0
CC1CC(C)CN(C(=O)CCC(=O)O)C1 (configuration not stated) | 0.1
CC1(C)CC(=O)CC(=Nc2ccccc2N)C1 | 7.1
COc1ccc(Nc2cc(C)nc3nc(-c4ccc(Cl)cc4)nn23)c(OC)c1 | -18.0
COc1ccc(OC)c(CNC(=O)c2ncoc2-c2cccc(Cl)c2)c1 | 0.1
Cc1ccc(NC(=S)NCCc2ccc(F)cc2)cc1C | 7.7
COc1ccc(C(=O)C[C@@H]2OC[C@H](C)N2S(=O)(=O)c2ccc(C)cc2)cc1OC | -5.8
CCN(CC)S(=O)(=O)c1ccc(CN)s1 | -0.1
Fc1ccc(-c2nc(CSc3nnc(-c4ccncc4)n3C3CC3)cs2)cc1 | 15.5
CC(=O)c1ccc(NS(=O)(=O)c2cc(-c3nc(-c4cccc(Cl)c4)no3)sc2C)cc1 | 2.3
CCC(CC)NC(=O)c1cccc(F)c1 | 7.1
CC(C)CCNC(=O)C1(C)CN(S(=O)(=O)c2ccccc2)CC(=O)N1c1ccc2c(c1)OCO2 (configuration not stated) | 15.4
CCCCCCCCOC(=O)/C(C#N)=C/c1ccc(-c2cccc(C(F)(F)F)c2)o1 | 4.9
O=C1/C(=C\c2ccccc2)CCc2ccccc21 | 0.5
CN(Cc1ccccc1)C1CCN(Cc2ccccc2Cl)CC1 | -4.5

In the list so far, 2 have a nitro group on carbon.
molecule | LDHA block
O=[N+]([O-])c1ccccc1S(=O)(=O)Nc1cccc(-n2cccn2)c1 | -4.0
NS(=O)(=O)c1ccc(N/N=C/C=C/c2ccccc2[N+](=O)[O-])c([N+](=O)[O-])c1 | -0.3

Next entries:
molecule | LDHA block
CC/C=C(/C)C(=O)NCc1ccc(C(=O)NC(C)CC)cc1 (configuration not stated) | -3.3
O=S(=O)(CCSc1nnnn1C1CC1)c1cc(Cl)ccc1Cl | -23.6
CCOc1ccc(NC(=O)CCc2c[nH]c3ccccc23)cc1 | -0.1
CCNC(=S)N/N=C/c1c(F)cccc1F | 0.6
C=CCc1cc(C)ccc1OCCNC(C)C | 1.8
CC(C)(C)c1ccc(C2C(C(=O)c3cccs3)=C(O)C(=O)N2c2nncs2)cc1 (configuration not stated) | 11.7
O=C(c1ccco1)N(CCc1ccccc1)Cc1cccs1 | 23.5
Cc1ccc(-c2nc(-c3ccc(F)cc3)no2)cc1 | 3.5
CCCC1C(c2ccccc2)NC(c2ccccc2)CC1(O)Cc1ccccc1 (configuration not stated) | -1.9
O=C(C1COc2cc(S(=O)(=O)NCCc3ccc(Cl)cc3)ccc2O1)N1CCCCC1 (configuration not stated) | 0.8
COCCN1C(=O)CCC1(C)c1nnnn1-c1ccc2ccccc2c1 (configuration not stated) | -4.3
CC(Sc1nnc(COc2ccc(Cl)cc2)n1C)C(=O)c1ccc(Cl)cc1 (configuration not stated) | 7.3
